From PubChem BioAssay
F508del corr = F508del CFTR correction, initial screen, CFBE line, single point; CFBE cells, YFP halide quenching; stimulated with forskolin plus potentiator P3; % fluorescence drop versus neutral controls; activity (quench increase), % at 7.58 µM; 0.36% of 350,000 active;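 active means mean added fluorescence quench of at least 8% versus neutral control, with both replicates also reaching 8%; inconclusive means only one of the mean or replicate conditions met; inactive means mean below 8% and not both replicates reaching 8%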;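 further: cells transiently co-express mutant CFTR-F508del with the halide-sensitive YFP; corrector assay measuring rescue of mutant channel to the surface after 24 h compound exposure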
FN deposition inh = inhibitors of fibronectin matrix deposition, primary screen, AH1F cells, Alexa488-fibronectin fluorescence, plate reader; AH1F fibroblasts, overnight; inhibition, % at 12.6 µM; 0.086% of 350,000 active; AID 743247, 2014;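 active means mean inhibition across replicates of 30% or more, regardless of how many single replicates reach that level; inconclusive means mean under 30% yet at least half of replicates reach 30%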;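 further: positive control wells lacked labelled fibronectin entirely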
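Assay system: AH1F fibroblasts / Quantity: 10000 cells per well / Medium: DMEM plus 2% serum, read in PBS / Reagent: labelled fibronectin 24 nM / Dosing: single dose, pinned / Times: 1 h cell attachment, overnight exposure to compound and label / Signal: fluorescence, ex 485 nm, em 525 nm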
DENV2 CPE rescue = inhibitors of DENV2 cytopathic effect, primary screen, cell-based, plate reader, single concentration | DENV2-infected cells, cytopathic effect rescue | CPE inhibition, % at 9.99 µM | 1.7% of 350,000 active; in the data active means CPE inhibition above about 20%, passing the limit was not always enough; inconclusive means no clear call, values can overlap the other calls; tested in BHK-21 cells;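 further: 0% = median of neutral control wells and 100% = median of positive control wells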
INS-1E GSIS act = GLuc luminescence reporter in INS-1E cells, primary screen for activators of glucose-dependent secretion of insulin | INS-1E GLuc reporter insulin secretion, 2-3 h | activation, % at 16.6 µM | 0.61% of 370,000 active | AID 743287, 2014;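 active means lowest replicate activation of at least 40%, so every replicate reaches that level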;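 further: 0% = median of neutral control wells and 100% = median of IBMX positive control wells; some compounds called inactive have numbers as strong as hits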
EWS-Fli inh = EWS/Fli-driven NR0B1 reporter inhibitors, primary screen, A673 cells, NR0B1 luciferase, luminescence, MLPCN library; 0.67% of 350,000 active; viability-normalised; inhibition, % at 12.6 µM;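 active means mean inhibition of at least 50% after viability correction, with every replicate also passing that limit; inconclusive means mean reaches 50% but only one of two replicates passes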;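 further: firefly luciferase signal divided by Alamar Blue viability fluorescence both relative to DMSO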
miR-122 sensor = miR-122 Renilla sensor signal increase in Huh7, primary screen, miR-122 inhibitor project, cell-based, single point, plate reader; activation (reporter increase), % at 12.5 µM; 0.3% of 340,000 active; Huh7 miR-122 Renilla luciferase sensor, 48 h; neutral wells = 0, positive control = 100;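 active means mean replicate activation score at least 90 and every replicate individually at or above 90; inconclusive means only one of the two criteria met; inactive means neither criterion met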;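 further: higher luciferase means less miR-122 activity so hits act as miR-122 inhibitors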
PAX8 reporter = inhibitors of PAX8-driven TPO luciferase reporter, primary screen, RMG-I cells, single concentration. SteadyGlo, 24 h. inhibition, % at 12.6 µM. 1.2% of 360,000 active;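 active means mean replicate inhibition at least 60% with every replicate also reaching 60%; inconclusive means only one of the two criteria is met; inactive means mean below 60% and not all replicates reaching 60%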;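 further: luciferase light reporting Pax8 driven TPO promoter activity; plate controls were median of neutral control wells for no effect and mitoxantrone controls for full effect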
Active calls of the source: *; u = inconclusive; x = no result given; & = joins results of further samples; [ ] = dose if it differs, or a comment.

nr	Molecule	F508del corr	FN deposition inh	DENV2 CPE rescue	INS-1E GSIS act	EWS-Fli inh	miR-122 sensor	PAX8 reporter
1	CCCOc1ccc(C(=O)NC(=S)NNC(=O)c2c(-c3ccccc3)noc2C)cc1	-1.4	5	6	-14	11	x	4
2	CN1[C@@H]2c3ccc(-c4cccc(F)c4)c(=O)n3C[C@H]1[C@H](CO)[C@H]2C(=O)N1CCCCC1	0.6	x	-3	10	0	7[16.7 µM]	-2
3	C[C@H]1CN([C@@H](C)CO)S(=O)(=O)c2ccc(-c3ccc(C(=O)N(C)C)cc3)cc2O[C@H]1CN(C)C	1.9	1	9	6	3	-9[16.7 µM]	x
4	Cc1noc(C)c1NC(=O)N(C)C[C@@H]1Oc2c(NS(=O)(=O)c3ccc(Cl)cc3)cccc2C(=O)N([C@@H](C)CO)C[C@@H]1C	-0.5	-3	3	-3	1	3[16.7 µM]	x
5	COc1ccc(Cc2nnc(SCC(=O)Nc3ncc(C)s3)o2)cc1	x	6	x	x	x	-1	-8
6	CCNC(=S)N1CCN(c2cccc(C(F)(F)F)c2)CC1	x	5	x	-25	x	-3	-8
7	CNC(=O)C[C@@H]1C(=O)N(c2ccc(OC)cc2)CC1(C)C	1.3	-15	u	4	-18	4	-21
8	CCOC(=O)N1CCN(C(=O)CN2C(=O)COc3ccc(C)cc32)CC1	x	-6	x	x	x	11	1
9	CCC(=O)N1C[C@@H](C)[C@@H](OC)CN(C)C(=O)c2ccc(NC(=O)CC(F)(F)F)cc2OC[C@@H]1C	-6.6	-4	-8	0	-5	x	-39
10	Cc1ccccc1N1CC(C(=O)Nc2ccc(S(=O)(=O)N3CCCC3)cc2)CC1=O (stereo not given)	0.7	-3	-7	-11	-2	-11	1

Brought forward from above: 3 compounds, then new ones.
nr	Molecule	F508del corr	FN deposition inh	DENV2 CPE rescue	INS-1E GSIS act	EWS-Fli inh	miR-122 sensor	PAX8 reporter
8	CCOC(=O)N1CCN(C(=O)CN2C(=O)COc3ccc(C)cc32)CC1	x	-6	x	x	x	11	1
9	CCC(=O)N1C[C@@H](C)[C@@H](OC)CN(C)C(=O)c2ccc(NC(=O)CC(F)(F)F)cc2OC[C@@H]1C	-6.6	-4	-8	0	-5	x	-39
10	Cc1ccccc1N1CC(C(=O)Nc2ccc(S(=O)(=O)N3CCCC3)cc2)CC1=O (stereo not given)	0.7	-3	-7	-11	-2	-11	1
11	CN(CC(=O)N1CC(=O)N(CCc2ccccc2)C(=O)C1)S(=O)(=O)c1cccc2nsnc12	x	-11	x	-16	x	-14	12
12	CC(C)(Oc1ccc(Cl)cc1)C(=O)NC1CC1	-0.8	4	3	15	2	-6	-19
13	O=C(NCc1ccccn1)c1ccccc1OCc1ccccc1Cl	-0.1	-7	-2	x	-2	-2	12
14	COc1ccc(Cn2c(C(C)C)nc3sc4ccccc4c(=O)c3c2=O)cc1	4.8	-6	-3	x	12	-1	0
15	Cc1cc(Br)c2c(c1)C1(OCCO1)C(=O)N2	1.5	-1	-3	41*	8	x	12
16	Cc1ccc(S(=O)(=O)N2CCOCC2)cc1C(=O)N(C)CCOc1ccc(Cl)cc1	5.1	-3	-6	-37	4	-7	18
17	Cc1oc(-c2ccccc2)nc1C(=O)OCC(=O)NC(=O)NCC(C)C	x	4	x	x	x	-3	23
18	Cc1ccc(NC(=O)CN(C)C(=O)c2ccc(C(F)(F)F)cc2)cc1	-1.0	8	x	10	-2	x	20
19	O=C1CN(S(=O)(=O)Cc2ccccc2)C[C@H]2[C@@H](c3ccc(C#Cc4cccnc4)cc3)[C@H](CO)N12	-0.8	x	10	-10	x	x	x
20	CSc1ccccc1C(=O)OCC(=O)N1CCCC1=O	-0.2	2	0	13	-6	-4	2
21	Cc1nn(C)cc1NC(=O)C[C@@H]1CC[C@@H]2[C@H](COc3ccc(NC(=O)C(C)C)cc3C(=O)N2C)O1	-0.6	-23	4	12	4	29[16.7 µM]	-16
22	CCCC(=O)Nc1ccc2c(c1)C(=O)N(C)C[C@H](OC)[C@H](C)CN(Cc1cccc(F)c1)[C@@H](C)CO2	-0.7	-10	1	-13	5	5[16.7 µM]	x
23	Cc1ccccc1-c1cc(C(=O)O)n(CC2CC(c3cccnc3)=NO2)n1 (stereo not given)	-4.0	-26	8	6	-1	-3	-9
24	COc1ccc(CN2CC(C(=O)N3CC(C)CC(C)C3)CC2=O)cc1 (stereo not given)	-1.6	-15	-3	3	x	-7	-1
25	NC(=O)c1ccc(=O)n(C2OC(CO)C(O)C2O)c1 (stereo not given)	-5.4	-3	15	-1	3	-4	-11
26	CO[C@@H]1CN(C)C(=O)c2cc(NC(=O)C3CC3)ccc2OC[C@@H](C)N(C(C)=O)C[C@@H]1C	-4.7	5	1	7	-3	x	-10
27	Cc1cc2oc(=O)cc(C)c2cc1NC(=O)CCl	-0.6	-2	-5	9	15	-14	-15
28	CC(C)NC(=O)N(C)C[C@@H]1Oc2c(NC(=O)Nc3ccccc3)cccc2C(=O)N([C@H](C)CO)C[C@@H]1C	-0.1	x	u	5	-7	-2[16.7 µM]	-2
29	CC(CCc1ccccc1)NC(=O)C1CCCN(c2nnc(-n3cccc3)s2)C1 (stereo not given)	-0.7	-9	9	-28	-3	0	15
30	C[C@@H]1CN([C@H](C)CO)C(=O)c2cccc(NC(=O)Nc3ccc(C(F)(F)F)cc3)c2O[C@@H]1CN(C)Cc1ccccc1	2.2	x	u	0	-9	-7[16.7 µM]	x
31	COc1nc(-c2cccc([N+](=O)[O-])c2)nc2ccccc12	-0.2	5	-1	6	-2	-4	13
32	COc1cccc(/C=N/n2nnnc2N)c1	0.4	3	1	17	-2	x	-28
33	COc1ccc(N2CCN(C(=O)CSc3nnc(COc4cccc5cccnc45)o3)CC2)cc1	2.1	x	4	-6	-2	-5	x
34	CNc1ccn(C2CCCO2)c(=O)n1 (stereo not given)	-4.1	1	0	0	-7	x	5
35	CN(C)CCCNC(=O)C[C@H]1C=C[C@H](NC(=O)c2ccccc2F)[C@H](CO)O1	-1.4	-15	2	-3	-2	x	-6
36	O=C(NC(=O)c1cccc(F)c1)Nc1nc(-c2ccc(F)cc2)cc(C(F)(F)F)n1	1.4	8	u	44	-11	x	-9
37	COc1cccc(NC(=O)Nc2ccc3c(c2)OC[C@@H](C)N(CC2CC2)C[C@@H](C)[C@H](OC)CN(C)C3=O)c1	-0.3	3	x	-8	-16	-18[16.7 µM]	x
38	O=C(NC1CCCC1)c1cc2nc(-c3ccco3)cc(C(F)(F)F)n2n1	0.8	-2	-4	3	4	x	-2
39	CC(C)NC(=O)Nc1cccc2c1O[C@H](CN(C)C(=O)Nc1ccc(F)cc1)[C@@H](C)CN([C@H](C)CO)C2=O	0.0	x	-10	-5	4	x	2
40	OCCCc1n[nH]c(=S)n1-c1ccccc1	4.0	x	1	6	-2	x	7
41	O=C(COC(=O)CNC(=O)c1ccccc1)NC1CCCC1	-3.6	3	0	0	-1	x	8
42	O=C(C[C@H]1C=C[C@H](NC(=O)c2cnccn2)[C@H](CO)O1)NCc1ccccc1F	1.1	6	0	6	7	x	3
43	COc1ccc(SCCc2ccncc2)cc1	0.8	x	0	25	8	x	11
44	COc1ccc(NC(=O)N2CCC(c3ccccc3)C2)c(OC)c1 (stereo not given)	2.1	-2	2	-8	-15	-3	-3
45	CC=Cc1ccc2n(c1=O)C[C@H]1[C@H](CO)[C@@H](C(=O)NCCCN(C)C)N(Cc3cocn3)[C@@H]21 (mixture of isomers)	2.9	7	-5	7	4	-4[16.7 µM]	-12
46	Cc1ccc(S(=O)(=O)Nc2ccc3c(c2)C(=O)N([C@H](C)CO)C[C@@H](C)[C@H](CN(C)S(=O)(=O)c2ccc(F)cc2)O3)cc1	-1.9	x	2	-12	-5	6[16.7 µM]	x
47	CC1CCN(CCc2nc3cc(NC(=O)COc4ccc(Cl)cc4)ccc3n2C)CC1	-1.9	10	u	-5	x	-9	75*
48	Cc1ccc(S(=O)(=O)N2CCC[C@H]2C(=O)OC(C)C(=O)Nc2ncc(Cl)cc2Cl)cc1 (stereo not given in full)	x	6	x	x	x	-1	-2
49	Cc1ccc(CN2CCN(/N=C/c3sccc3C)CC2)c(C)c1	x	-3	x	-23	x	-1	-7
50	Cc1cc(C)nc(N2CCC(C(=O)O)CC2)n1	x	4	x	x	x	-5	-5

Entries of single compounds as entered above.
CC=Cc1ccc2n(c1=O)C[C@H]1[C@H](CO)[C@@H](C(=O)NCCCN(C)C)N(Cc3cocn3)[C@@H]21 (mixture of isomers) in the list: F508del corr = 2.9; FN deposition inh = 7; DENV2 CPE rescue = -5; INS-1E GSIS act = 7; EWS-Fli inh = 4; miR-122 sensor = -4[16.7 µM]; PAX8 reporter = -12
O=C(C[C@H]1C=C[C@H](NC(=O)c2cnccn2)[C@H](CO)O1)NCc1ccccc1F in the list: F508del corr = 1.1; FN deposition inh = 6; DENV2 CPE rescue = 0; INS-1E GSIS act = 6; EWS-Fli inh = 7; miR-122 sensor = x; PAX8 reporter = 3

The list goes on:
nr	Molecule	F508del corr	FN deposition inh	DENV2 CPE rescue	INS-1E GSIS act	EWS-Fli inh	miR-122 sensor	PAX8 reporter
51	CCCCn1c(N)c(N(CC)C(=O)c2ccc(C)cc2)c(=O)[nH]c1=O	-3.1	2	-4	2	-1	x	-14
52	CSc1ccc(CNC(=O)Cc2ccc(NC(=O)C3=C(C)OCCS3)cc2)cc1	2.6	-10	-8	-6	4	45	-84
53	C/C=C/c1ccc2c(c1)O[C@@H](CN(C)S(=O)(=O)c1ccc(C)cc1)[C@@H](C)CN([C@@H](C)CO)S2(=O)=O	1.1	x	3	-18	-2	6[16.7 µM]	x
54	CO[C@@H](CN(C)Cc1nccs1)[C@H](C)CN([C@@H](C)CO)S(=O)(=O)c1ccc(C)cc1	-0.5	0	19	-6	6	x	x
55	O=C1N(Cc2cccnc2)C[C@@H]2C[C@@H](c3ccccc3C#Cc3ccccc3)N3CCC[C@@]123	0.4	-2	16	3	9	-4	49
56	c1ccc2sc(-c3ccncc3)nc2c1	-0.4	3	u	5	-90	x	-28
57	CN1C(=O)c2cc(NC(=O)Cc3ccccc3)ccc2OC[C@H]2O[C@@H](CC(=O)NCC3CC3)CC[C@H]21	-0.7	x	-5	-9	-4	8[16.7 µM]	-8
58	C[C@H](CO)N1C[C@H](C)[C@H](CN(C)S(C)(=O)=O)Oc2ncc(C#CCN(C)C)cc2C1=O	1.7&-0.6	-4	4&-4	18	-16&-4	-9&2[16.7 µM]	x
